TbPYK inhibitor: blocks Trypanosoma brucei pyruvate kinase. Potency, µM (doses to about 76.8 µM), for the others: at the top dose activity, negative = inhibition, actives largely listed as inhibitors. Q57TT1. TbPYK enzyme, Kinase-Glo Plus ATP luminescence, 45 min. 410,000 compounds, 0.12% hits; note: nearly all actives have a fitted effect of over 50% in size
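Luminescent Kinase-Glo Plus end-point after 45 min room-temperature reaction of T. brucei pyruvate kinase started with 130 uM ADP (final). Buffer TEA 50 mM pH 7.2 with KCl, MgCl2, BSA, Tween-20; titration-based qHTS with fitted concentration-effect curves.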
Pf growth 96h: inhibits malaria parasite growth, 96 h | P. falciparum luciferase reporter growth, 96 h | 320,000 compounds, 6.9% hits | AID 504834 | Potency, µM (highest dose often 28.7 µM), inactives show at the highest dose activity change, negative = inhibition, hits mostly inhibitors
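Two-generation exposure (96 h) targets delayed-death phenotype. Reporter parasites carrying integrated firefly luciferase, in red cells at 2% hematocrit and 0.05% parasitemia final, kept at 37 C, 5% CO2; luminescence loss indicates inhibition.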
Pf growth 48h: inhibits P. falciparum growth in the first generation, 48 h; P. falciparum luciferase growth in erythrocytes, 48 h; AID 504832; 310,000 compounds, 5.9% hits; Potency, µM (titrated, usually from 28.7 µM), inactives show top-dose activity change, negative = inhibition, usual class: inhibitors
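In quantitative HTS format, infected erythrocytes bearing luciferase-reporter parasites were treated for a single generation at 37 C. Luminescence after adding detection reagent served as the growth measure.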
LmPK inhibitor: inhibitors of Leishmania mexicana pyruvate kinase; 290,000 compounds, 0.37% hits; purified LmPK, Kinase-Glo ATP luminescence, 1 h; Potency, µM (titrated, usually from 57.5 µM), inactives show at the highest dose activity change, negative = inhibition, most hits filed as inhibitors; Q27686
Target sequence (Q27686 whole entry, looked up): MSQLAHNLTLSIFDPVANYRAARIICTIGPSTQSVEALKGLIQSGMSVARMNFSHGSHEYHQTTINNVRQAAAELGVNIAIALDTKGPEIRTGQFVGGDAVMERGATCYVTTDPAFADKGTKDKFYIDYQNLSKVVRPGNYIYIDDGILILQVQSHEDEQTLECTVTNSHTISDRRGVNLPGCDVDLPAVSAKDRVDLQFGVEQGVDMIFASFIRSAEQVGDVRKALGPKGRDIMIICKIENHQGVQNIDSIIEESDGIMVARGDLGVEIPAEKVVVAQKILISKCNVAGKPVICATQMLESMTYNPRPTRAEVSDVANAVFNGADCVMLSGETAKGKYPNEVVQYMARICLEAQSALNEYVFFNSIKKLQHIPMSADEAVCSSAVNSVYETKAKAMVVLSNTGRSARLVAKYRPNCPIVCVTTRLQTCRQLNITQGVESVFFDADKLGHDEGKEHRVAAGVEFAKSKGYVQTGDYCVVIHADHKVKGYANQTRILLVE
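Purified LmPK (0.1 nM) converted ADP (0.1 mM) to ATP with PEP (0.5 mM) in imidazole buffer pH 7.2 with KCl and MgCl2, 1 h at room temperature. ATP was read by Kinase-Glo luminescence; data normalized to uninhibited and no-enzyme controls.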
HCV inh: HCV inhibition; Huh7.5.1 HCVcc-Cre infection, luciferase reporter, 44 h; Potency, µM (series often up to 41.8 µM), for inactives: at the highest dose activity change, negative = inhibition, hits mostly inhibitors; 340,000 compounds, 3.4% hits
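HCVcc-Cre virus at an moi near 0.5 was added right after compound to cells cultured 4 h from seeding (1,000 cells/well). Luciferase activity was determined 44 h later, 15 min after substrate addition at RT.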
Sm TGR block: blocks Schistosoma mansoni thioredoxin glutathione reductase. Q962Y6. purified TGR, DTNB reduction, TNB absorbance 405 nm. Potency, µM (series often up to 114 µM), without a hit: top-dose activity change, negative = inhibition, usual class: inhibitors. 360,000 compounds, 3% hits. AID 485364; note: nearly all actives have a fitted effect of over 60% in size
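First, TGR (20 nM dispensed) and NADPH were mixed with compound. Second, a 15 min room-temperature incubation followed. Third, further NADPH and then DTNB were added to start the reaction. Finally, TNB absorbance was monitored kinetically.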
* marks the source's active call; other numbers are inactive results; ? = inconclusive; / = not tested or not shown; & = joins results of further samples; [ ] = dose if it differs, or a comment. Calls come from the whole dose curve; as a rule, active = well fitted curve in the direction sought with a large enough effect; inconclusive = small, poorly fitted or top-dose-only effect, or another doubt; inactive = no such curve, though single readings can be large; an effect the other way counts as inactive or inconclusive. % is set by controls: 0 for no effect and ±100 for the full control effect; potency is the fitted concentration of half-maximal effect.

Labels used below – A = TbPYK inhibitor; B = Pf growth 96h; C = Pf growth 48h; D = LmPK inhibitor; E = HCV inh; F = Sm TGR block
> O=C1Nc2ccccc2N2CCCC12 (configuration not stated)
  A = /	B = ?	C = ?	D = -2%	E = /	F = ?
> COCCCNC(=S)NNC(=O)c1csc2ccccc12
  A = 0%	B = 5%	C = 42%[activator]	D = 2%	E = 18%	F = -1%
> Nc1c(C(=O)N/N=C/c2ccc(F)cc2)oc2nc(-c3ccccc3)cc(-c3ccco3)c12
  A = -2%	B = -19%	C = ?	D = 3%	E = ?	F = ?
> Cc1nn(-c2ccccc2)c(N)c1N=Nc1cccnc1
  A = -7%	B = 120%[activator]	C = 82%[activator]	D = 2%	E = -10%	F = 4%
> CCOC(=O)c1[nH]c2cc(OC)c(OC)cc2c1NC(=O)C(C)N1CCN(Cc2ccccc2)CC1 (configuration not stated)
  A = 1%	B = 0%	C = /	D = 1%	E = ?	F = 1%
> CCCC(=O)N(Cc1cc2ccccc2[nH]c1=O)c1ccccc1OC
  A = 5%	B = /	C = /	D = 2%	E = -3%	F = 4%
> Cc1ccc(-c2nnc(NC(=O)c3ccc([N+](=O)[O-])o3)o2)c(C)c1
  A = -22%	B = 13%	C = -4%	D = /	E = ?	F = ?
> CC(=O)N1c2ccccc2Sc2ccccc21
  A = -6%	B = ?	C = 0%	D = 8%	E = 9%	F = -11%
> CN(C)CC#CCOC(c1ccccc1)c1ccccc1
  A = 0%	B = 33%[activator]	C = -30%	D = 2%	E = -1%	F = ?
> Cc1cc(NC(=O)CSc2nnc(COc3cccc(C)c3C)n2Cc2ccco2)no1
  A = 5%	B = 59%[activator]	C = 22%	D = 0%	E = 12%	F = -4%
> CN(CCCC(=O)N1CCCC(C(N)=O)C1)S(=O)(=O)c1ccc(F)cc1 (configuration not stated)
  A = -1%	B = -14%	C = -5%	D = 0%	E = 11%	F = -4%
> CCC(C)Sc1nnc(Cc2cc(=O)[nH]c(=O)[nH]2)n1-c1ccc(OC)cc1 (configuration not stated)
  A = -23%	B = -6%	C = /	D = -2%	E = 12%	F = -9%
> COc1ccc(NC(C)=O)cc1CNC(=O)CN1CCOCC1
  A = 1%	B = 106%[activator]	C = 0%	D = -2%	E = 7%	F = -3%
> CN(/N=C/c1ccc(O)cc1O)c1ncc(C(F)(F)F)cc1Cl
  A = 1%	B = -2%	C = 41%[activator]	D = 3%	E = -28%	F = 15%
> O=C(Nc1ccc2c(c1)OCCO2)c1ccc(Cl)c(S(=O)(=O)N2CCOCC2)c1
  A = -13%	B = 4%[5.75 µM]	C = 2.6µM*	D = 2%	E = /	F = 0%
> CSc1ccc(-c2nc(CN3CCCCC3c3cccnc3)c(C)o2)cc1 (configuration not stated)
  A = -7%	B = -26%	C = 8.3µM*	D = 7%	E = 0%	F = -16%
> Cc1ccccc1SCc1noc(C(=O)NCC2CCCO2)c1C(=O)O (configuration not stated)
  A = -1%	B = 99%[activator]	C = 30%	D = 0%	E = 12%	F = 0%
> Cc1ccc(C)c(NC(=O)CSc2nnc(C3CCCCC3)o2)c1
  A = -9%	B = -22%	C = 14%	D = -8%	E = 20%	F = 3%
> CC(C)(C)n1nc2c(c1NC(=O)c1cccc(C(F)(F)F)c1)CS(=O)C2 (configuration not stated)
  A = -1%	B = ?	C = ?	D = 1%	E = 26%	F = -24%
> c1ccc2c(c1)CCCc1cc(NCCN3CCOCC3)nnc1-2
  A = -9%	B = 60%[activator]	C = -5%	D = /	E = 15%	F = -10%
> Clc1ccc(CSCCc2ccncc2)cc1
  A = -10%	B = 15%	C = /	D = 0%	E = -19%	F = -8%
> CC1Cc2nc(SCC(=O)Nc3ccc4c(c3)OCO4)n(-c3ccc(F)cc3)c(=O)c2S1 (configuration not stated)
  A = 0%	B = 3.7µM*	C = 1.7µM*	D = 6%	E = -11%	F = -8%
> COc1ccc(C(=O)n2cc(C(=O)c3cc(C)ccc3O)cn2)cc1
  A = -6%	B = -30%	C = 17%	D = -4%	E = 8%	F = 7%
> CCOc1ccccc1N1CCN(C(=O)Nc2ccc(F)c(Cl)c2)CC1
  A = 6%	B = 11%	C = 15%	D = -5%	E = ?	F = 3%
> O=C(c1ccc(Cl)c(S(=O)(=O)N2CCCC2)c1)N1CCCC(C(F)(F)F)C1 (configuration not stated)
  A = -1%	B = ?	C = ?	D = /	E = 1%	F = -10%
> CCc1nc(SCC(=O)O)c2c3c(sc2n1)COC(C)(C)C3
  A = -10%	B = 1%	C = -6%	D = -4%	E = 19%	F = -3%
> Cc1ccccc1NC(=O)Cc1c[nH]c2ccccc12
  A = -3%	B = -9%	C = 5%	D = 0%	E = 1%	F = -17%
> Cc1cnc(=O)[nH]c1SCC(=O)c1ccc(F)cc1
  A = -19%	B = -43%	C = 27%	D = -3%	E = 25%	F = 1%
> CCCCn1c(N)c(NCCC(C)C)c(=O)[nH]c1=O
  A = 4%	B = -26%	C = -14%	D = 1%	E = 14%	F = -10%
> Cc1ccc(OCC(=O)N/N=C/c2cccnc2)cc1
  A = 2%	B = -26%	C = -6%	D = -7%	E = 12%	F = 4%

As entered above.
COc1ccc(C(=O)n2cc(C(=O)c3cc(C)ccc3O)cn2)cc1 – Pf growth 96h = -30%
Nc1c(C(=O)N/N=C/c2ccc(F)cc2)oc2nc(-c3ccccc3)cc(-c3ccco3)c12 – LmPK inhibitor = 3%
O=C1Nc2ccccc2N2CCCC12 (configuration not stated) – LmPK inhibitor = -2%
Cc1ccc(-c2nnc(NC(=O)c3ccc([N+](=O)[O-])o3)o2)c(C)c1 – Pf growth 96h = 13%

Other entries follow.
Labels used below – A = TbPYK inhibitor; B = Pf growth 96h; C = Pf growth 48h; D = LmPK inhibitor; E = HCV inh; F = Sm TGR block
> COc1ccc(/C=N/NC(=O)c2nn(-c3ccc(C)c(C)c3)c(=O)c3ccccc23)cc1
  A = -6%	B = ?	C = 13µM*	D = -6%	E = 3%	F = 1%
> COC(=O)Nc1ccc(S(=O)(=O)NCCO)cc1
  A = 0%	B = 27%	C = /	D = -6%	E = -4%	F = -1%
> CCOc1cc(C(c2c(C)[nH][nH]c2=O)c2c(C)[nH][nH]c2=O)ccc1OCc1ccc([N+](=O)[O-])cc1
  A = -11%	B = /	C = -7%	D = 1%	E = -5%	F = 4%
> O=c1nc(N2CCOCC2)ccn1Cc1ccc(Br)cc1
  A = 2%	B = /	C = 2%	D = -13%	E = 11%	F = 4%
> Cc1cc(C)nc(NS(=O)(=O)c2ccc(NC(=O)c3ccc(S(=O)(=O)N(C)C)cc3)cc2)n1
  A = 1%	B = 1%	C = ?	D = 0%	E = 13%	F = -2%
> COCCNc1nc(-c2cc(-c3ccccc3)on2)cc(C(C)C)n1
  A = 0%	B = ?	C = ?	D = -1%	E = 10µM*	F = -3%
> COc1ccc(C(=O)N/C(=C\c2cn(C)c3ccccc23)C(=O)OCC(C)C)cc1
  A = -5%	B = 45%[activator]	C = ?	D = 5%	E = -29%	F = -9%
> O=C(COC(=O)c1ccc(S(=O)(=O)NCc2ccco2)cc1)Nc1ccc(Cl)cn1
  A = 4%	B = 22%	C = -7%	D = 2%	E = -13%	F = /
> C=C(C)n1c(=O)n(Cc2ccccc2C)c2ccccc21
  A = 5%	B = -6%	C = 0%[0.00184 µM]	D = -2%	E = -10%	F = 18%
> Cc1nn(CC(=O)O)c2ccccc12
  A = -14%	B = -4%	C = /	D = 6%	E = 20%	F = 0%
> CC(Oc1ccccc1)C(=O)N=C1SC2CS(=O)(=O)CC2N1Cc1ccc(F)cc1 (configuration not stated)
  A = 0%	B = ?	C = ?	D = 0%	E = -30%	F = -1%
> Cc1cccc(NC(=O)CC(C)S(=O)(=O)c2ccc3c(c2)NC(=O)CO3)c1C (configuration not stated)
  A = 1%	B = ?	C = ?	D = -4%	E = 15%	F = -13%
> C#CCOCCOCCOCCNc1nc(N2CCN(C(=O)[C@H](Cc3ccc(O)cc3)n3cc([C@@H](N)C(C)CC)nn3)CC2)nc(N2CCN(C(=O)[C@H](CCCCN)n3cc([C@@H](N)CC(C)C)nn3)CC2)n1 (some centres not stated)
  A = /	B = 9%	C = 0%	D = 1%	E = /	F = -1%
> COc1cccc(OC)c1C(=O)Nc1ccc(N2CCCC2)cc1
  A = ?	B = ?	C = 10%	D = 0%	E = -15%	F = -10%
> COc1ccc(C)cc1N(C(=O)c1ccc(F)cc1)c1nc2ccccc2s1
  A = -15%	B = ?	C = ?	D = 3%	E = ?	F = -12%
> COc1ccc(C(=O)Nc2cccc(C(C)=O)c2)cc1OC
  A = -13%	B = 33%[activator]	C = 68%[activator]	D = ?	E = 6%	F = 0%
> COc1ccccc1N(C(=O)CN1C(=O)c2ccccc2S1(=O)=O)C(C(=O)NCC1CCCO1)c1ccc(F)cc1 (configuration not stated)
  A = 8%	B = 17%	C = 1%	D = -1%	E = 7%	F = 0%
> CCOc1cc(NC(=S)N2CCC(C(N)=O)CC2)c(C(=O)OC)cc1OCC
  A = -1%	B = -23%	C = -8%	D = 0%	E = -12%	F = -4%
> CCCCN1C(=S)SC(C)(C)C1/[N+]([O-])=C/c1cccnc1 (configuration not stated)
  A = 6%	B = -3%	C = 11%	D = -9%	E = 7%	F = 10%
> COc1ccc(C(=O)Nc2ccnn2C2CCN(C(=O)CCC(F)(F)F)CC2)cc1
  A = -8%	B = 34%[activator]	C = 22%	D = 5%	E = 12%	F = 27%

Quoted from the entries so far, three compounds:
Labels used below – A = TbPYK inhibitor; B = Pf growth 96h; C = Pf growth 48h; D = LmPK inhibitor; E = HCV inh; F = Sm TGR block
> CC(Oc1ccccc1)C(=O)N=C1SC2CS(=O)(=O)CC2N1Cc1ccc(F)cc1 (configuration not stated)
  A = 0%	B = ?	C = ?	D = 0%	E = -30%	F = -1%
> Cc1cccc(NC(=O)CC(C)S(=O)(=O)c2ccc3c(c2)NC(=O)CO3)c1C (configuration not stated)
  A = 1%	B = ?	C = ?	D = -4%	E = 15%	F = -13%
> C#CCOCCOCCOCCNc1nc(N2CCN(C(=O)[C@H](Cc3ccc(O)cc3)n3cc([C@@H](N)C(C)CC)nn3)CC2)nc(N2CCN(C(=O)[C@H](CCCCN)n3cc([C@@H](N)CC(C)C)nn3)CC2)n1 (some centres not stated)
  A = /	B = 9%	C = 0%	D = 1%	E = /	F = -1%

Next section
Labels used below – A = TbPYK inhibitor; B = Pf growth 96h; C = Pf growth 48h; D = LmPK inhibitor; E = HCV inh; F = Sm TGR block
> CCOC(=O)c1cnc2c(C)cccc2c1NCCc1ccc(OC)c(OC)c1
  A = 3%&4%	B = 4.1µM*	C = ?	D = 0%	E = ?	F = 1%&4%
> Cc1ccc(CC(=O)NC(C)CCc2ccccc2)cc1 (configuration not stated)
  A = 1%	B = -19%	C = -18%	D = -1%	E = 3%	F = 1%
> Cc1cc(N(C)C)c(C#N)c(=O)[nH]1
  A = 2%	B = 0%	C = 11%	D = 4%	E = 11%	F = 16%
> O=C(CCc1ccc(S(=O)(=O)NC2CCCCC2)cc1)N(Cc1ccccc1)Cc1ccccc1
  A = 1%	B = 1%	C = ?	D = 0%	E = ?	F = 2%
> Cc1nc2ccccc2c2oc(C(=O)Nc3ccc4c(c3)OCCO4)cc12
  A = 0%	B = ?	C = /	D = 11%	E = 13µM*	F = 0%
> CC(C)(C)OC(=O)CN1C(=O)C(Sc2n[nH]c(-c3ccccc3)n2)CCc2ccccc21 (configuration not stated)
  A = 1%	B = 1.5µM*	C = ?	D = 1%	E = 4%	F = -2%
> Cc1ccc(C2=NN(C(=O)c3cccs3)C(c3ccccc3O)C2)cc1 (configuration not stated)
  A = -6%	B = 24%	C = ?	D = -1%	E = 2%	F = /

Assay outcomes: PubChem, National Center for Advancing Translational Sciences (NCATS)
